Screening results as filed in PubChem BioAssay.
phage Ecoli inh: E. coli growth loss with phage present; growth absorbance; inhibition, % at 11.9 µM; actives 0.26% (n = 360,000); AID 651602; in the data active = inhibition above about 11%
Mot1-301 SUMO: SUMOylation pathway inhibition by Mot1-301 growth rescue; S. cerevisiae Mot1-301 growth rescue, ATP luminescence, 38.5C; percent above DMSO median, 100 means doubled; growth rescue, % at 18.8 µM; actives 1% (n = 320,000); AID 2716;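 active = every valid replicate shows activation above 250% relative to neutral control wells; inactive = the rest, any valid replicate at or below 250%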;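 note: OY570 slx delta 5 strain wells were the positive control but not used for scaling; some compounds called inactive have numbers as strong as hits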
HTR5A ag ctr: counter-screen for OPRM1-OPRD1 agonists: human HTR5A agonism | actives 0.61% (n = 340,000) | P47898 | HTR5A agonist assay, luminescence, cell-based | AID 504692 | activation, % at 9.3 µM; in the data active = activation mostly above about 9.5%, no sharp cut-off; inactive = mostly below about 7.6%;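 note: 0% = cells with vehicle only and 100% = reference agonist; strong numbers were not always called active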
Target sequence (P47898 whole entry, looked up): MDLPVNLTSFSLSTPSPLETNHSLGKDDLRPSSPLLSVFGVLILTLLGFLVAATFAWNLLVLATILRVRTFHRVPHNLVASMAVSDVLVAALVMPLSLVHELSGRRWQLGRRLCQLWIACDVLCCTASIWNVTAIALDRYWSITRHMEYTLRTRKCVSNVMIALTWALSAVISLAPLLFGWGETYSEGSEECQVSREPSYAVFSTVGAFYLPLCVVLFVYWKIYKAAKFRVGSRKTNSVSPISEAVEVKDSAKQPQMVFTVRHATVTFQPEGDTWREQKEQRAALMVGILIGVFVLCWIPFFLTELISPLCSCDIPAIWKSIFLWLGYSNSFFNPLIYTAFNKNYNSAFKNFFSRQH
PKA-R1A act: PKA-R1A complex activation. activation, % at 11.4 µM. P00514+P68181. PKA-R1A dissociation, Cy5-IP20 fluorescence polarization; scaled: DMSO 0%, 113 µM cGMP 100%. actives 0.083% (n = 340,000);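 active = percent activation above the mean of all tested compounds plus 3 SD, cut at about 19% in these data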;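 note: higher means more PKAc released from R1A so a rise in polarization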
Tat export inh: E. coli Tat transport inhibition. E. coli MC4100 TorA-mCherry Tat export, fluorescence. inhibition, % at 10 µM. actives 0.036% (n = 340,000). AID 488895;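 active = mean replicate inhibition at least 50% and at least half of replicates individually reaching 50%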;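 note: exported cargo escapes ClpAP degradation while cytoplasmic cargo is degraded and loses fluorescence; 0% = median of neutral control wells and 100% = median of NaSCN control wells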
E coli growth: bacterial growth inhibition, counter-screen for AddAB inhibitors; inhibition, % at 11.9 µM; AID 449728; actives 0.27% (n = 330,000); E. coli V3065 growth, OD600 absorbance, 18 h;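 active = inhibition above the campaign's mean inhibition across all tested compounds plus 3 SD, cut at about 9.9% in these data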;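 note: uninfected addAB+ strain grown without phage in ampicillin broth; 0% = DMSO wells and 100% = ciprofloxacin 0.95 µg/ml wells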
PKA-R2B act: activates the human PKA-R2B holoenzyme complex; P22694+P31323; actives 0.079% (n = 340,000); PKA-R2B holoenzyme dissociation, Cy5-IP20 fluorescence polarization; R2B truncated from residue 108, S112A mutant; 0% DMSO only, 100% 113 µM cGMP; activation, % at 11.4 µM;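 active = activation above a cutoff set at the mean over all compounds plus 3 SD, cut at about 18% in these data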;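 note: higher means more holoenzyme dissociation and a rise in polarization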
HTR5A inv ctr: counter-screen for OPRM1-OPRD1 inverse agonists: human HTR5A inverse agonism; P47898; HTR5A cell line, luminescence; inhibition, % at 9.3 µM; actives 0.083% (n = 340,000); in the data active = inhibition mostly above about 23%, no sharp cut-off; inactive = mostly below about 18%;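 note: 0% = cells with DMSO and 100% = no-cell wells with DMSO; some compounds called inactive have numbers as strong as hits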
CDK5 p35 inh: blocks human CDK5/p35 kinase activity. Q00535+Q15078. Recombinant CDK5/p35, ADP-Glo luminescence, 60 min. inhibition, % at 10 µM. actives 0.01% (n = 330,000);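 active = highest replicate inhibition of at least 50% and at least 75% of replicates reaching 50%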;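 note: plate controls were DMSO neutral control for no effect and GW8510 at 10 µM for full effect; many of its hits are not listed in these tables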
AddAB inh: less growth of phage-infected E. coli with AddAB; E. coli expressing H. pylori AddAB, absorbance growth; inhibition, % at 11.9 µM; actives 0.29% (n = 330,000); AID 435030; in the data active = inhibition above about 12%;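 note: 0% = vehicle wells of infected cells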
DAGLB inh: blocks human DAGLB lipase activity. Q8NCG7. HEK293T DAGLB membrane lysate, EnzChek fluorogenic substrate. inhibition, % at 5.17 µM. actives 0.059% (n = 340,000); in the data active = inhibition above about 34%;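 note: 0% = enzyme with vehicle and 100% = wells lacking enzyme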
Target sequence (Q8NCG7 whole entry, looked up): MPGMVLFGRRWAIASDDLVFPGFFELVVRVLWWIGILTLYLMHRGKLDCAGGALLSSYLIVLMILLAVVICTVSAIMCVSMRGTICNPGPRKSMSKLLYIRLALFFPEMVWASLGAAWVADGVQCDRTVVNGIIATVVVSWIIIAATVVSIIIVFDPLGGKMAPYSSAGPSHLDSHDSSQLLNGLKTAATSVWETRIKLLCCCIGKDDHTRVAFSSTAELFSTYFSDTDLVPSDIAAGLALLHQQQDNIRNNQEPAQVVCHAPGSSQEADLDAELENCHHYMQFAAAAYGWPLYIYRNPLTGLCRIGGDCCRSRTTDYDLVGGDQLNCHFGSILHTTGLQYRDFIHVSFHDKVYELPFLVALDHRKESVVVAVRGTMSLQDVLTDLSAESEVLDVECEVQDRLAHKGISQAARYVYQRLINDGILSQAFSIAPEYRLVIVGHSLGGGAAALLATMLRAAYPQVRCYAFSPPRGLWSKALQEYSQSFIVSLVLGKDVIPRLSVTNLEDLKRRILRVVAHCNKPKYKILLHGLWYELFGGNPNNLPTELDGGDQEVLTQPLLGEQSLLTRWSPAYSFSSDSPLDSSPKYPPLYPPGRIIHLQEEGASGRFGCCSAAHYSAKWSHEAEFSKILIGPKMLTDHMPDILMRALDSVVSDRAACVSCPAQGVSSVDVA
* hit, by the source's call; · = no result given.

Sample of the layout (three entries):
The line under a structure holds: phage Ecoli inh | Mot1-301 SUMO | HTR5A ag ctr | PKA-R1A act | Tat export inh | E coli growth | PKA-R2B act | HTR5A inv ctr | CDK5 p35 inh | AddAB inh | DAGLB inh
1. CN1CCN(C(=O)c2cnn(-c3ccccc3)c2NC(=O)c2ccccc2Cl)CC1
 : 3.9 | -10.9 | -0.4 | -4.2 | -1.3 | · | -5.7 | 4.0 | -1.2 | · | 1.8
2. Cc1cccc(N2CCN(C(=O)CCn3c(=O)[nH]c4ccccc4c3=O)CC2)c1C
 : 3.1 | 4.3 | 3.4 | -7.2 | 1.5 | -2.3 | 6.5 | -9.0 | 0.8 | 0.7 | 2.1
3. S=C(Nc1ccccc1)Nc1ccc(OCc2ccc(Cl)cc2Cl)cc1
 : 3.1 | 9.1 | 0.7 | -4.4 | -6.7 | -0.4 | -6.7 | -2.1 | 0.7 | 8.2 | 1.1

Main list, repeating the preview:
The line under a structure holds: phage Ecoli inh | Mot1-301 SUMO | HTR5A ag ctr | PKA-R1A act | Tat export inh | E coli growth | PKA-R2B act | HTR5A inv ctr | CDK5 p35 inh | AddAB inh | DAGLB inh
1. CN1CCN(C(=O)c2cnn(-c3ccccc3)c2NC(=O)c2ccccc2Cl)CC1
 : 3.9 | -10.9 | -0.4 | -4.2 | -1.3 | · | -5.7 | 4.0 | -1.2 | · | 1.8
2. Cc1cccc(N2CCN(C(=O)CCn3c(=O)[nH]c4ccccc4c3=O)CC2)c1C
 : 3.1 | 4.3 | 3.4 | -7.2 | 1.5 | -2.3 | 6.5 | -9.0 | 0.8 | 0.7 | 2.1
3. S=C(Nc1ccccc1)Nc1ccc(OCc2ccc(Cl)cc2Cl)cc1
 : 3.1 | 9.1 | 0.7 | -4.4 | -6.7 | -0.4 | -6.7 | -2.1 | 0.7 | 8.2 | 1.1
4. COC(=O)CC1NCCc2cc(OC)c(OC)cc21 (stereo not given)
 : 1.6 | · | 0.8 | -3.4 | 0.5 | 0.2 | -6.6 | -26.5 | -2.1 | -2.0 | -1.8
5. O=C(CCN1CCCCO1)N1CCCC(Nc2ccc(F)cc2)C1 (stereo not given)
 : 2.3 | -8.5 | 5.0 | 8.6 | 2.0 | 0.8 | 0.7 | -0.5 | -0.5 | 4.5 | -1.4
6. CN(c1ccc(OCc2nnc(-c3ccccc3)o2)cc1)S(=O)(=O)c1ccccc1
 : 3.1 | -11.1 | 6.2 | -11.8 | -1.0 | 0.6 | -7.3 | -18.2 | -0.4 | 3.2 | -5.9
7. O=S(=O)(c1ccc(NC(=S)N/N=C/c2ccc(N3CCOCC3)cc2)cc1)N1CCOCC1
 : 1.7 | -0.5 | 3.1 | -16.1 | -3.2 | -1.4 | 4.7 | -8.4 | -0.6 | -1.4 | -0.2
8. COc1cccc(-c2noc(CCC(=O)NCCc3ccccc3)n2)c1
 : 0.7 | 8.4 | 0.6 | 2.3 | -11.9 | -1.9 | 9.0 | -2.3 | 1.3 | -1.2 | -1.5
9. Cc1ccc(S(=O)(=O)/N=C(\Sc2ccccc2)c2ccccc2)cc1
 : -0.7 | -5.2 | 4.7 | 1.7 | 4.4 | 1.7 | -1.1 | 4.3 | -0.3 | 2.3 | -1.0
10. COC(=O)CSc1[nH]c2ccccc2c1[N+](=O)[O-]
 : -1.1 | -11.6 | -3.8 | -4.6 | -9.9 | 3.6 | -5.9 | -1.5 | -0.6 | 2.5 | 0.1
11. CCOc1cc(C2NC(=O)NC(O)(C(F)(F)F)C2C(=O)c2ccc(Cl)cc2)ccc1O (stereo not given)
 : -3.3 | 20.0 | 0.8 | -10.1 | -0.5 | -5.5 | -6.8 | 18.0 | 2.4 | -3.0 | 2.6
12. COc1ccc(CC(=O)NCc2nnc(SCC(=O)Nc3ncc(C)s3)n2C)cc1
 : 3.8 | 915.2 | 8.1 | -1.6 | 0.8 | 0.3 | 2.2 | -12.2 | -0.7 | 0.5 | -0.3
13. COc1cccc(Cn2nnc(C(=O)NCCc3ccc(Cl)cc3)c2N)c1
 : 1.2 | -8.2 | -1.0 | -9.2 | 3.8 | 0.3 | 1.4 | 2.9 | -0.1 | 1.6 | -3.8
14. NC(=S)N/N=C/c1coc2cc(Cl)ccc2c1=O
 : 1.2 | 164.5 | -1.6 | -0.6 | 12.9 | -1.2 | -0.2 | -9.1 | 0.5 | 0.2 | 0.9
15. N/C(=N\OC(=O)c1ccccc1)c1ccncc1
 : 4.7 | 0.9 | -3.2 | 5.8 | -7.4 | 0.2 | 3.5 | 8.6 | 0.6 | 0.5 | -0.4
16. O=C(CSC1CCCCC1)Nc1nccs1
 : 1.8 | -2.8 | 0.6 | -18.7 | 11.1 | -0.4 | -8.1 | 14.4 | -4.4 | -0.9 | -3.4
17. CCOC(=O)C1CCN(C(=O)c2cc(COc3ccc(OC)c4ccccc34)on2)CC1
 : 1.4 | -10.6 | -3.0 | -11.6 | 0.6 | 0.6 | -19.0 | 3.9 | -0.7 | 3.7 | -0.5
18. Cc1ccc(Cl)cc1NC(=O)c1ccc(Cn2cc(Cl)cn2)cc1
 : 3.5 | 24.3 | -1.9 | 2.3 | 3.0 | 3.4 | 6.6 | 6.8 | 0.0 | 2.7 | -1.1
19. CCN(CCn1cccn1)C(=O)c1ccc2nc(Cc3ccc(OC)cc3)oc2c1
 : 2.8 | -15.8 | -3.9 | -12.0 | -7.5 | 0.4 | -7.7 | 3.6 | 1.3 | 6.3 | 4.6
20. CC(=O)C(N=Nc1ccccc1)(Sc1nnc(-c2ccccc2)n1-c1ccccc1)C(C)=O
 : 3.7 | -9.5 | -2.6 | 7.5 | 3.0 | 2.0 | -9.2 | -6.8 | 0.1 | 1.8 | -7.0
21. Cn1cnnc1SC(C(=O)Nc1cccc(C(F)(F)F)c1)c1ccccc1 (stereo not given)
 : 2.0 | -11.5 | 1.9 | -2.2 | -6.5 | -0.1 | -13.1 | -4.7 | -3.0 | -0.8 | 0.6
22. COc1cc(CNCCO)cc(Cl)c1OCc1ccccc1Cl
 : 3.4 | 4.4 | 1.1 | -5.4 | -8.1 | -2.9 | 2.6 | -1.9 | 1.4 | -1.9 | -2.1
23. Cc1ccc(S(=O)(=O)N2CCCN(C(=O)OC(C)(C)C)CC2)cc1
 : 2.7 | 11.7 | -3.1 | 3.1 | -1.0 | 2.1 | -11.0 | 32.8 | 1.6 | -0.3 | -5.0
24. N#Cc1cc2c([nH]c1=S)CCCCCC2
 : 0.1 | -15.5 | -0.8 | -8.1 | -6.7 | -0.8 | -6.0 | 6.0 | 2.6 | 1.8 | -2.8
25. Cc1ccc(C=NNC(=O)c2cc(-c3cccnc3)nc3ccccc23)o1
 : 1.6 | -12.6 | -6.7 | -1.0 | -0.6 | -1.1 | -7.8 | 26.3 | 1.8 | -1.1 | -0.7
26. COCCCNC(=O)c1ccc(N(C)S(C)(=O)=O)cc1
 : 0.9 | -3.0 | -6.0 | 2.1 | -3.5 | -1.4 | 13.3 | -4.8 | -0.6 | 1.3 | 0.1
27. CCS(=O)(=O)c1ccc(C(=O)NC)c(Cl)c1Cl
 : 3.3 | -2.3 | -0.8 | -11.5 | -0.8 | -0.4 | -3.0 | 11.6 | -3.0 | 3.3 | 2.0
28. COC(=O)c1cc(-c2ccc(OC)c(OC)c2)n[nH]1
 : 3.0 | -11.7 | 1.3 | -3.2 | -3.6 | 1.3 | 10.4 | -3.5 | 1.1 | 0.1 | 0.0
29. CCO/C(C)=C1\C(=O)Nc2ccccc21
 : 4.9 | 2.8 | 1.1 | -4.3 | 5.8 | -1.1 | 3.0 | 2.5 | 1.0 | 1.4 | -0.3
30. CCOC(=O)C1CCN(S(=O)(=O)Cc2ccccc2)C1=O (stereo not given)
 : 2.1 | -14.2 | 3.6 | -7.8 | -3.3 | 2.9 | 7.2 | 20.7 | 1.1 | -0.7 | 1.9

The list goes on, starting with the last 4 of the part before.
The line under a structure holds: phage Ecoli inh | Mot1-301 SUMO | HTR5A ag ctr | PKA-R1A act | Tat export inh | E coli growth | PKA-R2B act | HTR5A inv ctr | CDK5 p35 inh | AddAB inh | DAGLB inh
27. CCS(=O)(=O)c1ccc(C(=O)NC)c(Cl)c1Cl
 : 3.3 | -2.3 | -0.8 | -11.5 | -0.8 | -0.4 | -3.0 | 11.6 | -3.0 | 3.3 | 2.0
28. COC(=O)c1cc(-c2ccc(OC)c(OC)c2)n[nH]1
 : 3.0 | -11.7 | 1.3 | -3.2 | -3.6 | 1.3 | 10.4 | -3.5 | 1.1 | 0.1 | 0.0
29. CCO/C(C)=C1\C(=O)Nc2ccccc21
 : 4.9 | 2.8 | 1.1 | -4.3 | 5.8 | -1.1 | 3.0 | 2.5 | 1.0 | 1.4 | -0.3
30. CCOC(=O)C1CCN(S(=O)(=O)Cc2ccccc2)C1=O (stereo not given)
 : 2.1 | -14.2 | 3.6 | -7.8 | -3.3 | 2.9 | 7.2 | 20.7 | 1.1 | -0.7 | 1.9
31. Cc1ccc(NC(=O)c2cc3ccccc3oc2=O)cc1S(=O)(=O)N(C)C
 : · | 0.2 | · | · | -9.4 | 0.9 | · | · | -1.0 | 0.2 | ·
32. Cc1nc(NCc2ccccn2)c2c3c(sc2n1)CCCC3
 : 0.0 | 21.1 | 4.4 | -8.9 | 4.3 | 3.0 | -5.9 | -11.9 | -0.7 | 5.4 | -3.8
33. Cn1c2ccccc2c2n[nH]c(=O)nc21
 : 2.0 | -4.6 | -1.5 | 4.0 | 1.8 | -1.1 | -8.7 | 4.2 | 1.0 | 0.1 | -0.2
34. Cc1ccc2[nH]c(CSc3ccccc3)cc(=O)c2c1
 : 4.5 | -1.2 | -1.8 | 5.6 | -5.9 | 2.9 | -8.8 | 6.5 | 0.6 | 4.7 | -1.6
35. Cc1nc(SCC(=O)NC(=O)NC(C)C)nc(C)c1C
 : 2.4 | -8.7 | -0.9 | 4.8 | -5.5 | 0.2 | 1.8 | 2.6 | -0.3 | 4.3 | 1.1
36. CCOc1ccc(NC(=O)CCNC(=O)c2ccc(Br)cc2)cc1
 : 1.9 | -1.8 | 9.7 | -0.8 | 0.7 | -0.5 | -2.9 | -27.4 | -1.8 | 2.2 | -2.0
37. CN1CCC(=NNc2ncnc3sc4c(c23)CCCC4)CC1
 : -1.7 | -21.7 | -0.7 | -5.2 | -1.6 | 1.0 | -8.4 | 2.4 | -0.7 | 0.6 | 0.9
38. CCn1c(SCC(=O)Nc2nc(-c3ccc(C)cc3)cs2)nnc1-c1ccccc1O
 : 2.3 | 930.7 | 3.8 | -5.5 | 10.0 | 3.2 | -1.0 | -19.1 | 0.5 | 7.1 | -3.9
39. COCCN(C(=O)c1ccccc1F)c1nc(-c2ccc(OC)cc2)cs1
 : 0.8 | 142.8 | -1.4 | -4.7 | 7.7 | · | -0.9 | 5.3 | -0.3 | · | -4.8
40. O=C(/C=C/c1cccc(Cl)c1Cl)OCC(=O)N1CCOCC1
 : 2.9 | · | 3.6 | -5.6 | -9.4 | · | -7.0 | -9.9 | -1.1 | · | -0.8
41. COc1ccc(NC(=O)Cn2nnc(C(=O)NCc3ccco3)c2N)cc1
 : 1.4 | 235.4 | -1.9 | -7.7 | -7.1 | 0.8 | -4.9 | 7.0 | · | -0.4 | -0.2
